High-throughput results as filed in PubChem BioAssay.
ALOX15B inhib – qHTS Assay for Inhibitors of 15-hLO-2 (15-human lipoxygenase 2); AID 881, 2007; purified 15hLO-2, xylenol orange hydroperoxide absorbance; Potency, µM (series often up to 57.1 µM), without a hit: at the top dose activity change, negative = inhibition, actives largely listed as inhibitors; hit rate 0.56% among 110,000; active = well fitted inhibition curve with a large enough effect; inconclusive = small, poorly fitted or top-dose-only effect; inactive = no such curve, though single readings can be large or run the other way; also: nearly all actives have a fitted effect of over 60% in size; many of its hits are not listed in these tables
Target sequence (O15296 whole entry, looked up): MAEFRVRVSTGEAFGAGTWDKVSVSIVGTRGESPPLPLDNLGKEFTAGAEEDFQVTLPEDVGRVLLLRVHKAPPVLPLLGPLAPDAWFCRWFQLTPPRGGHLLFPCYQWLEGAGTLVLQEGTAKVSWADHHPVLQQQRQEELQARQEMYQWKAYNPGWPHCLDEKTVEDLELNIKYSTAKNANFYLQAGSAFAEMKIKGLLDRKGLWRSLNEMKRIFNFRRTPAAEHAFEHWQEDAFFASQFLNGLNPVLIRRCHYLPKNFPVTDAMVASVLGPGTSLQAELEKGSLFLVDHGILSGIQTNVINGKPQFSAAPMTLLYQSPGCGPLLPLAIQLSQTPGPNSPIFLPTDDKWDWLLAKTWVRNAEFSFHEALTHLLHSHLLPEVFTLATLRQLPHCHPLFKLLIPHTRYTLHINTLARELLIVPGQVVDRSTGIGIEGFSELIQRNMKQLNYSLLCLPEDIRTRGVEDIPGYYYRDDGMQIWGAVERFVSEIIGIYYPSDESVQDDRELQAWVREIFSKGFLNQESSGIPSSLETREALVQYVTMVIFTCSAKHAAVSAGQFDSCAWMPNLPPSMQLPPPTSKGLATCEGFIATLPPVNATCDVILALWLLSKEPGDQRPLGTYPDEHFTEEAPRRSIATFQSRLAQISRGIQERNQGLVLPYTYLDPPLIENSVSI
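Purified human 15hLO-2 (50 nM) preincubated 15 min with compound, then 45 uM arachidonic acid for 90 min at RT in 25 mM Hepes pH 7.5, 0.01% Triton X-100. Hydroperoxide detected by Fe-xylenol orange; 573/405 nm absorbance ratio.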
The depositor's hits bear a star; u = inconclusive; [ ] = remark or other dose. % is scaled to controls: 0 for no effect and ±100 for the full control effect; potency is read from the fitted curve at half-maximal effect. These rows are one share of the data; count on the stated rates, not on these rows.

ALOX15B inhib | SMILES
-4% | CN1CCN(c2ncc3nc(-c4ccccc4)c(=O)n(C)c3n2)CC1
28% | O=c1c(-c2ccc(Cl)cc2)nc2cnc(N3CCNCC3)nc2n1CCc1ccccc1
54%[activator] | O=c1c(-c2ccc(F)cc2)nc2cnc(N3CCNCC3)nc2n1Cc1ccc(F)cc1
-20% | O=c1c(-c2ccccc2)nc2cnc(N3CCOCC3)nc2n1C[C@H]1CCCO1
-13% | CNc1nc(-c2ccc(C(=O)N(C)C)cc2)nc2ccccc12
17% | CN(C)Cc1ccccc1-c1nccc(N(C)Cc2ccco2)n1
u | COc1ccc2[nH]cc(CCNc3cc(-c4cccnc4)ncn3)c2c1
4% | CN(C)c1ncc2nc(-c3ccc(Cl)cc3)c(=O)n(-c3ccccc3)c2n1

Following part:
ALOX15B inhib | SMILES
-3% | Cc1nc2cnc(N3CCN(C)CC3)nc2n(CCC#N)c1=O
-6% | c1nc(N2CCOCC2)c2cc(-c3ccoc3)ccc2n1
10% | CN(C)Cc1ccccc1-c1nc(N(C)C)c2ccccc2n1
5% | N#Cc1cccc(-c2ccc3ncnc(NC4CCNCC4)c3c2)c1
-15% | COc1cccc(-c2cncnc2Nc2ccc(F)cc2)c1
3% | CN(C)c1ncc2nc(-c3ccccc3)c(=O)n(-c3ccccc3)c2n1
2% | CN1CCN(c2nc(-c3ccccc3C(F)(F)F)nc3ccccc23)CC1
10% | COc1ccc2[nH]cc(CCNc3nc(-c4ccccc4OC)nc4ccccc34)c2c1

Other records
ALOX15B inhib | SMILES
-8% | COc1ncc2nc(-c3cn(C)c4ccccc34)c(=O)n(CCc3ccccc3)c2n1
30% | c1csc(CNc2ncnc3ccc(-c4ccoc4)cc23)c1
-13% | COc1ccc(-c2nc3cnc(OC)nc3n(-c3ccccc3)c2=O)cc1
-1% | CNc1cc(-c2c(C)noc2C)ncn1
-5% | Cc1nc2cnc(N(C)C)nc2n(C2CC2)c1=O
29% | Fc1ccc(Nc2nc(-c3ccoc3)nc3ccccc23)cc1
40%[activator] | COc1ccccc1CNc1ncnc2ccc(-c3cccc(NS(C)(=O)=O)c3)cc12
6% | c1cn(-c2ncnc3ccc(-c4ccoc4)cc23)cn1

Remaining list, next part.
ALOX15B inhib | SMILES
10% | Cc1nc2cnc(Nc3ccccc3)nc2n(CCc2ccccc2)c1=O
-2% | CC(=O)NCCNc1nc(-c2cccc(C#N)c2)nc2ccccc12
10% | CN1CCN(c2ncc3nc(-c4ccc(Cl)cc4)c(=O)n(C)c3n2)CC1
4% | Cn1c(=O)c(CCc2ccccc2)nc2cnc(Nc3ccccc3)nc21
29% | COc1ccc(CNc2ccnc(-c3ccccc3CN(C)C)n2)c(OC)c1
1% | CS(=O)(=O)Nc1cccc(-c2ccc3ncnc(NCCN4CCOCC4)c3c2)c1
-1% | COc1ccccc1CCn1c(=O)c(-c2cccc(Cl)c2)nc2cncnc21
6% | CN1CCN(c2ncncc2-c2ccoc2)CC1

By substructure: the compounds so far with sulfur
ALOX15B inhib | SMILES
30% | c1csc(CNc2ncnc3ccc(-c4ccoc4)cc23)c1
40%[activator] | COc1ccccc1CNc1ncnc2ccc(-c3cccc(NS(C)(=O)=O)c3)cc12
1% | CS(=O)(=O)Nc1cccc(-c2ccc3ncnc(NCCN4CCOCC4)c3c2)c1

Remaining list, next part
ALOX15B inhib | SMILES
26% | COc1cccc(-c2cc(NCc3cccc(C)c3)ncn2)c1
-4% | CCNc1ncc2nc(-c3ccccc3)c(=O)n(CCOC)c2n1
10% | Cc1noc(C)c1-c1cncnc1NCc1ccccc1
0% | COc1ccccc1-c1cncnc1Nc1ccccc1
1% | Cc1ccccc1-c1cncnc1N1CCN(C)CC1
-6% | CN(Cc1ccco1)c1ncncc1-c1cccc(NS(C)(=O)=O)c1
-7% | COc1ncc2nc(-c3cccs3)c(=O)n(Cc3cccs3)c2n1
4% | CN(C)c1ncc2ncc(=O)n(C3CC3)c2n1

Continuation:
ALOX15B inhib | SMILES
-7% | Cc1cnc(CNc2nc(-c3ccoc3)nc3ccccc23)cn1
33%[activator] | COc1ccccc1-c1ccc2ncnc(NCc3cnc(C)cn3)c2c1
45%[activator] | COc1ccc(CNc2ncnc3ccc(-c4ccc(C(=O)N(C)C)cc4)cc23)c(OC)c1
2% | Cc1noc(C)c1-c1nccc(NCc2cccs2)n1
-5% | Cc1nc2cncnc2n(Cc2ccccc2Cl)c1=O
-4% | COc1ccc(-n2c(=O)c(-c3cc(F)cc(F)c3)nc3cnc(N(C)C)nc32)cc1
5% | COCCNc1ncnc2ccc(-c3ccc(C(=O)N(C)C)cc3)cc12
26% | CN(C)c1ccc(-c2cncnc2Nc2ccc(F)cc2)cc1

Next section
ALOX15B inhib | SMILES
-10% | Cc1cnc(CNc2ccnc(-c3cccc(C#N)c3)n2)cn1
22% | O=c1c(-c2cccs2)nc2cnc(N3CCNCC3)nc2n1Cc1cccs1
13% | CN(C)Cc1ccccc1-c1nc(NCc2cccs2)c2ccccc2n1
-4% | COc1ccc(-n2c(=O)c(-c3cc(F)cc(F)c3)nc3cnc(N4CCOCC4)nc32)cc1
11% | COc1ccc(-c2nc3cnc(N4CCOCC4)nc3n(CCc3ccccc3)c2=O)cc1
-4% | CN(C)C(=O)c1ccc(-c2ccc3ncnc(Nc4ccccc4)c3c2)cc1
25% | CN(C)c1ccc(-c2nc(-n3ccnc3)c3ccccc3n2)cc1
-22% | N#Cc1cccc(-c2cncnc2NCc2cccnc2)c1

28 of these compounds, set out differently.
molecule | ALOX15B inhib
COc1ccc(CNc2ccnc(-c3ccccc3CN(C)C)n2)c(OC)c1 | 29%
CS(=O)(=O)Nc1cccc(-c2ccc3ncnc(NCCN4CCOCC4)c3c2)c1 | 1%
COc1ccccc1CCn1c(=O)c(-c2cccc(Cl)c2)nc2cncnc21 | -1%
CN1CCN(c2ncncc2-c2ccoc2)CC1 | 6%
COc1cccc(-c2cc(NCc3cccc(C)c3)ncn2)c1 | 26%
CCNc1ncc2nc(-c3ccccc3)c(=O)n(CCOC)c2n1 | -4%
Cc1noc(C)c1-c1cncnc1NCc1ccccc1 | 10%
COc1ccccc1-c1cncnc1Nc1ccccc1 | 0%
Cc1ccccc1-c1cncnc1N1CCN(C)CC1 | 1%
CN(Cc1ccco1)c1ncncc1-c1cccc(NS(C)(=O)=O)c1 | -6%
COc1ncc2nc(-c3cccs3)c(=O)n(Cc3cccs3)c2n1 | -7%
CN(C)c1ncc2ncc(=O)n(C3CC3)c2n1 | 4%
Cc1cnc(CNc2nc(-c3ccoc3)nc3ccccc23)cn1 | -7%
COc1ccccc1-c1ccc2ncnc(NCc3cnc(C)cn3)c2c1 | 33%[activator]
COc1ccc(CNc2ncnc3ccc(-c4ccc(C(=O)N(C)C)cc4)cc23)c(OC)c1 | 45%[activator]
Cc1noc(C)c1-c1nccc(NCc2cccs2)n1 | 2%
Cc1nc2cncnc2n(Cc2ccccc2Cl)c1=O | -5%
COc1ccc(-n2c(=O)c(-c3cc(F)cc(F)c3)nc3cnc(N(C)C)nc32)cc1 | -4%
COCCNc1ncnc2ccc(-c3ccc(C(=O)N(C)C)cc3)cc12 | 5%
CN(C)c1ccc(-c2cncnc2Nc2ccc(F)cc2)cc1 | 26%
Cc1cnc(CNc2ccnc(-c3cccc(C#N)c3)n2)cn1 | -10%
O=c1c(-c2cccs2)nc2cnc(N3CCNCC3)nc2n1Cc1cccs1 | 22%
CN(C)Cc1ccccc1-c1nc(NCc2cccs2)c2ccccc2n1 | 13%
COc1ccc(-n2c(=O)c(-c3cc(F)cc(F)c3)nc3cnc(N4CCOCC4)nc32)cc1 | -4%
COc1ccc(-c2nc3cnc(N4CCOCC4)nc3n(CCc3ccccc3)c2=O)cc1 | 11%
CN(C)C(=O)c1ccc(-c2ccc3ncnc(Nc4ccccc4)c3c2)cc1 | -4%
CN(C)c1ccc(-c2nc(-n3ccnc3)c3ccccc3n2)cc1 | 25%
N#Cc1cccc(-c2cncnc2NCc2cccnc2)c1 | -22%

Carrying on:
ALOX15B inhib | SMILES
-9% | Cc1cnc(CNc2ncncc2-c2ccc(N(C)C)cc2)cn1
-3% | COCCNc1cc(-c2c(C)noc2C)ncn1
-4% | COc1cccc(-c2cncnc2NCCN2CCOCC2)c1
-19% | O=c1c(-c2cccc(Cl)c2)nc2cncnc2n1-c1ccccc1
-7% | COc1ccc(-c2nc3cnc(Nc4cccc(OC)c4)nc3n(Cc3cccs3)c2=O)cc1
38%[activator] | COc1ccccc1CNc1ncnc2ccc(-c3ccoc3)cc12
-23% | CCNc1ncc2nc(-c3cccs3)c(=O)n(CCC#N)c2n1
-18% | Cn1c(=O)c(-c2ccccc2)nc2cnc(N3CCOCC3)nc21

Continued:
ALOX15B inhib | SMILES
0% | Cn1c(=O)c(CCc2ccccc2)nc2cnc(OCc3ccccc3)nc21
17% | O=c1c(-c2ccc(F)cc2)nc2cnc(N3CCNCC3)nc2n1C1CC1
7% | CN(C)c1ncnc2ccc(-c3cccnc3)cc12
1% | FC(F)(F)c1ccccc1-c1nc(-n2ccnc2)c2ccccc2n1
0% | Cc1cnc(CNc2ncnc3ccc(-c4ccoc4)cc23)cn1
3% | O=c1c(-c2cc(F)cc(F)c2)nc2cncnc2n1Cc1ccccc1Cl
14% | CS(=O)(=O)Nc1cccc(-c2cncnc2-n2ccnc2)c1
2% | CCNc1ncc2nc(-c3cn(C)c4ccccc34)c(=O)n(C[C@H]3CCCO3)c2n1

Additional results.
ALOX15B inhib | SMILES
-10% | COc1ccc(-c2nc3cnc(N4CCOCC4)nc3n(Cc3cccc(OC)c3)c2=O)cc1
-5% | N#CCCn1c(=O)c(-c2ccc(Cl)cc2)nc2cnc(Nc3ccccc3)nc21
25% | COc1ccc2[nH]cc(CCNc3ccnc(-c4ccc(N(C)C)cc4)n3)c2c1
49%[activator] | CN(C)c1ccc(-c2nc(NCCc3cnc[nH]3)c3ccccc3n2)cc1
-3% | CN(C)C(=O)c1ccc(-c2cncnc2NCCc2cnc[nH]2)cc1
-10% | O=c1c(-c2ccccc2)nc2cncnc2n1-c1ccccc1
-8% | COCCn1c(=O)cnc2cnc(Oc3ccccc3)nc21
1% | Cc1nc2cnc(N3CCNCC3)nc2n(CCc2ccccc2)c1=O

Other records
ALOX15B inhib | SMILES
20% | COc1cccc(-c2ccc3ncnc(N4CCNCC4)c3c2)c1
1% | Cc1cnc(CNc2ccnc(-c3cccc(NS(C)(=O)=O)c3)n2)cn1
-6% | CN(C)c1ncc2nc(-c3cccc(C#N)c3)c(=O)n(CCC#N)c2n1
-2% | COCCn1c(=O)c(-c2cc(F)cc(F)c2)nc2cnc(N3CCOCC3)nc21
0% | Cn1cc(-c2nc3cnc(N4CCOCC4)nc3n(C3CC3)c2=O)c2ccccc21
-8% | O=c1c(-c2cccs2)nc2cnc(N3CCOCC3)nc2n1-c1ccccc1
1% | CCNc1ncc2nc(-c3ccc(Cl)cc3)c(=O)n(Cc3cccs3)c2n1
-5% | COc1ccc(-n2c(=O)c(-c3cccc(Cl)c3)nc3cncnc32)cc1
12% | Cc1noc(C)c1-c1ccc2ncnc(NCCN3CCOCC3)c2c1
